FN deposition inh: inhibitors of fibronectin matrix deposition, primary screen, AH1F cells, Alexa488-fibronectin fluorescence, plate reader; AH1F fibroblasts, overnight; inhibition, % at 12.6 µM; 0.086% of 350,000 active; AID 743247, 2014;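 active = mean inhibition across replicates of 30% or more, regardless of how many single replicates reach that level; inconclusive = mean under 30% yet at least half of replicates reach 30%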;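 note: positive control wells lacked labelled fibronectin entirely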
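material = AH1F fibroblast monolayer depositing Alexa488-labelled fibronectin into matrix | amount = 10000 AH1F cells/well | buffer or medium = DMEM plus 2% serum, read in PBS | incubation = 1 h cell adhesion before compound, then overnight fibronectin incubation | detection = fluorescence at 485 nm excitation, 525 nm emission | evaluation = percent inhibition as loss of matrix-bound fibronectin fluorescence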
EWS-Fli block: EWS/Fli-driven NR0B1 reporter inhibitors, primary screen, A673 cells, NR0B1 luciferase, luminescence, MLPCN library | viability-normalised | inhibition, % at 12.6 µM | 0.67% of 350,000 active | AID 651661, 2012;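 active = mean inhibition of at least 50% after viability correction, with every replicate also passing that limit; inconclusive = mean reaches 50% but only one of two replicates passes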;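 note: firefly luciferase signal divided by Alamar Blue viability fluorescence both relative to DMSO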
CFTR F508del cor: F508del CFTR correction, initial screen, CFBE line, single point | CFBE cells, YFP halide quenching; stimulated with forskolin plus potentiator P3; % fluorescence drop versus neutral controls | activity (quench increase), % at 7.58 µM | 0.36% of 350,000 active;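 active = mean added fluorescence quench of at least 8% versus neutral control, with both replicates also reaching 8%; inconclusive = only one of the mean or replicate conditions met; inactive = mean below 8% and not both replicates reaching 8%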;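 note: cells transiently co-express mutant CFTR-F508del with the halide-sensitive YFP; corrector assay measuring rescue of mutant channel to the surface after 24 h compound exposure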
DENV2 CPE: inhibitors of DENV2 cytopathic effect, primary screen, cell-based, plate reader, single concentration. DENV2-infected cells, cytopathic effect rescue. CPE inhibition, % at 9.99 µM. 1.7% of 350,000 active; in the data active = CPE inhibition above about 20%, passing the limit was not always enough; inconclusive = no clear call, values can overlap the other calls; tested in BHK-21 cells;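 note: 0% = median of neutral control wells and 100% = median of positive control wells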
PAX8 reporter: inhibitors of PAX8-driven TPO luciferase reporter, primary screen, RMG-I cells, single concentration. SteadyGlo, 24 h. inhibition, % at 12.6 µM. 1.2% of 360,000 active. AID 652154, 2013;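 active = mean replicate inhibition at least 60% with every replicate also reaching 60%; inconclusive = only one of the two criteria is met; inactive = mean below 60% and not all replicates reaching 60%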;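 note: luciferase light reporting Pax8 driven TPO promoter activity; plate controls were median of neutral control wells for no effect and mitoxantrone controls for full effect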
INS-1E GSIS act: GLuc luminescence reporter in INS-1E cells, primary screen for activators of glucose-dependent secretion of insulin. 0.61% of 370,000 active. AID 743287, 2014. INS-1E GLuc reporter insulin secretion, 2-3 h. activation, % at 16.6 µM;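 active = lowest replicate activation of at least 40%, so every replicate reaches that level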;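 note: 0% = median of neutral control wells and 100% = median of IBMX positive control wells; some compounds called inactive have numbers as strong as hits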
miR-122 sensor: miR-122 Renilla sensor signal increase in Huh7, primary screen, miR-122 inhibitor project, cell-based, single point, plate reader; activation (reporter increase), % at 12.5 µM; 0.3% of 340,000 active; Huh7 miR-122 Renilla luciferase sensor, 48 h; neutral wells = 0, positive control = 100;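 active = mean replicate activation score at least 90 and every replicate individually at or above 90; inconclusive = only one of the two criteria met; inactive = neither criterion met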;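 note: higher luciferase means less miR-122 activity so hits act as miR-122 inhibitors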
Numbers without * were called inactive; ? = inconclusive; . = no result given; & = joins results of further samples; [ ] = another dose, or the depositor's remark. The order is random; about 3.9% have a hit in one of these screens.

SMILES	FN deposition inh	EWS-Fli block	CFTR F508del cor	DENV2 CPE	PAX8 reporter	INS-1E GSIS act	miR-122 sensor
CCOC(=O)C1=C(CS(=O)(=O)c2ccc(Cl)cc2)NC(=O)NC1c1ccc(O)c(OC)c1 (centres undefined)	2	.	-1.0	2	12	18	-4
O=C([C@H]1[C@H](CO)[C@H]2Cn3c(ccc(C4=CCCC4)c3=O)[C@@H]1N2C(=O)c1ccccc1)N1CCOCC1	.	-1	2.5	?	-2	10	3[16.7 µM]
CC(=O)N(CN1C(=O)c2ccccc2C1=O)c1ccccc1	1	.	.	.	2	.	-17
COCCNC(=S)N(Cc1cc2cc(C)ccc2n2nnnc12)C1CCCC1	-5	0	0.3	-2	2	-20	-2
CCOC(=O)N1CCC(N(CCN(C)C)C(=S)Nc2ccc(Oc3ccccc3)cc2)CC1	0	-12	-1.5	.	30	-5	-9
O=S1(=O)CCN(Cc2ccncc2)CC1	4	8	0.5	-8	-16	8	-7
Cn1cccc1C(=O)NC(=O)COC(=O)CNC(=O)CNC(=O)c1ccc(Cl)cc1Cl	11	18	-0.4	-2	19	-9	-5
COc1ccccc1-c1ccc([C@H]2[C@@H](CO)N(C(=O)C3CCC3)[C@H]2C#N)cc1	5	-3	0.3	1	-1	-3	.
CC(C)=NOC(=O)c1c(C)noc1-c1snnc1C	-3	5	-1.0	?	14	0	-6
COC(=O)c1c(NC(=O)C(=O)NCCCN2CCOCC2)sc2c1CC(C)(C)OC2	8	.	4.1	-1	-8	8	0
Cc1ccnc(NS(=O)(=O)c2ccc(NC(=O)CCS(=O)(=O)c3ccccc3)cc2)n1	-6	9	-0.3	1	3	1	-6
CCCN1CC23C=CC(O2)C(C(=O)O)C3C1=O (centres undefined)	-41	0	1.0	-4	7	3	-3
O=C(O)c1cc(N2C(=O)C=CC2=O)cc(N2C(=O)C=CC2=O)c1	2	6	0.4	12	-7	9	-2
COc1ccc(NC(=O)N(C)C[C@@H]2OCc3ccccc3-c3c(n(C)c4ccccc34)C(=O)N([C@@H](C)CO)C[C@@H]2C)cc1	-4	-1	-1.8	16	.	-22	.
CC1CC(=O)N(c2ccc(NCc3ccc(Cl)cc3)c([N+](=O)[O-])c2)C1=O (centres undefined)	6	-3	-1.2	?	2	15	-9
COc1cccc(OCC(=O)Nc2cc(NC(=O)COc3cccc(OC)c3)cc(C(=O)O)c2)c1	0	8	-1.5	-3	14	-6	-6
COC(=O)c1ccccc1N=Nc1c(N)[nH][nH]c1=O	0	-6	1.4	2	21	26	.
CCOC(=O)Cc1csc(-n2sc3ccccc3c2=O)n1	.	3	0.5	-6	.	0	-2
C[C@@H]1CCCCO[C@@H](CN(C)Cc2ccc3c(c2)OCO3)[C@H](C)CN([C@H](C)CO)C(=O)c2cc(NC(=O)Nc3ccc(C(F)(F)F)cc3)ccc2O1	-5	43	1.4	-35	51	-32	-34[16.7 µM]
O=C(CCNc1n[nH]c(=O)[nH]c1=O)N/N=C\c1ccc(Br)cc1	0	-4	-0.9	-12	0	5	-9
CC(C)CC(N)c1csc(Nc2cc(Oc3ccccc3)ncn2)n1 (centres undefined)	.	-7	-3.2	13	13	-26	-17
Cn1c2ccc(Br)cc2c2nnc(SCC(=O)O)nc21	2	15	0.7	?	51	.	4
O=C(Cn1cc(-c2ccccn2)nn1)NS(=O)(=O)c1cccc(OC(F)F)c1	.	0	0.9	-2	4	-6	1
CCCS(=O)(=O)c1nc(S(=O)(=O)c2ccc(C)cc2)c(NCc2ccco2)s1	-5	.	.	.	-1	-14	.
C[C@@H]1CCCCO[C@@H](CN(C)C(=O)NC2CCCCC2)[C@H](C)CN([C@@H](C)CO)C(=O)c2cc(NC(=O)c3ccccc3)ccc2O1	-7	-1	1.1	-5	4	-9	1[16.7 µM]
Cc1ccc(C)c(Nc2nc(N)c3ccccc3n2)c1	-10	-50	-2.6	-3	-137	22	2
Cc1ccc(S(=O)(=O)Nc2n[nH]nc2C(=O)NC2CCCCC2)cc1	-14	8	-4.1	4	-19	2	0
O=C(Cc1c(Cl)cccc1Cl)Nc1ccc(S(=O)(=O)Nc2ncccn2)cc1	-18	9	0.3	0	22	7	.
Cc1ccc2nc(NCCCNC(=O)c3cnccn3)c(C#N)cc2c1	-4	.	.	.	-2	25	-1
CC(C)(C)C(=O)Nc1nc2c(s1)COc1ccccc1-2	4	-53	-0.7	0	-66	-22	.
CCCCC1Cc2[nH][nH]c(=O)c2C(c2ccc(F)cc2)O1 (centres undefined)	5	-2	-0.8	8	8	5	.
CCn1c(O)c(C=NCc2ccccc2)sc1=S	9	-11	0.4	3	-9	-21	-2
CCCNC(=O)Nc1ccc2c(c1)C(=O)N(C)[C@@H]1CC[C@@H](CC(=O)OC)O[C@H]1CO2	-15	5	0.4	-2	-7	1	30[16.7 µM]
O=C(Nc1ccc(Cl)cc1F)C1CCCN(C2=NS(=O)(=O)c3ccccc32)C1 (centres undefined)	7	5	-2.8	14	29	-9	-1
C[C@@H]1CN([C@H](C)CO)C(=O)c2cc(NS(=O)(=O)c3ccc(Cl)cc3)ccc2O[C@@H](C)CCCCO[C@@H]1CN(C)C(=O)NC1CCCCC1	1	3	1.1	4	30	-21	5[16.7 µM]
O=C(CN1CCN(S(=O)(=O)c2ccc(F)c(Cl)c2)CC1)N1CCc2ccccc2C1	2	4	16*	-3	22	-10	.
CCc1ccccc1NC(=O)CN(C)C(=O)c1cc(C2CC2)nn1-c1ccccc1	-6	-1	1.8	-4	11	-5	.
O=C1Nc2cc(C(=O)N3CCC(N4CCCCC4)CC3)ccc2S/C1=C\c1ccccc1	7	.	-0.2	1	40	35	7
COc1ccccc1CNC(=O)C[C@@H]1CC[C@H](NC(C)=O)[C@@H](CO)O1	5	3	1.8	6	-4	2	.
C[C@H]1CN([C@@H](C)CO)C(=O)Cc2cc(NC(=O)CCC(F)(F)F)ccc2O[C@H]1CN(C)S(=O)(=O)c1cn(C)cn1	.	1	2.1	2	-18	3	3[16.7 µM]

In another format: 13 of the compounds above.
Every second line gives: FN deposition inh | EWS-Fli block | CFTR F508del cor | DENV2 CPE | PAX8 reporter | INS-1E GSIS act | miR-122 sensor
CC(C)CC(N)c1csc(Nc2cc(Oc3ccccc3)ncn2)n1 (centres undefined)
    . | -7 | -3.2 | 13 | 13 | -26 | -17
Cn1c2ccc(Br)cc2c2nnc(SCC(=O)O)nc21
    2 | 15 | 0.7 | ? | 51 | . | 4
O=C(Cn1cc(-c2ccccn2)nn1)NS(=O)(=O)c1cccc(OC(F)F)c1
    . | 0 | 0.9 | -2 | 4 | -6 | 1
CCCS(=O)(=O)c1nc(S(=O)(=O)c2ccc(C)cc2)c(NCc2ccco2)s1
    -5 | . | . | . | -1 | -14 | .
C[C@@H]1CCCCO[C@@H](CN(C)C(=O)NC2CCCCC2)[C@H](C)CN([C@@H](C)CO)C(=O)c2cc(NC(=O)c3ccccc3)ccc2O1
    -7 | -1 | 1.1 | -5 | 4 | -9 | 1[16.7 µM]
Cc1ccc(C)c(Nc2nc(N)c3ccccc3n2)c1
    -10 | -50 | -2.6 | -3 | -137 | 22 | 2
Cc1ccc(S(=O)(=O)Nc2n[nH]nc2C(=O)NC2CCCCC2)cc1
    -14 | 8 | -4.1 | 4 | -19 | 2 | 0
O=C(Cc1c(Cl)cccc1Cl)Nc1ccc(S(=O)(=O)Nc2ncccn2)cc1
    -18 | 9 | 0.3 | 0 | 22 | 7 | .
Cc1ccc2nc(NCCCNC(=O)c3cnccn3)c(C#N)cc2c1
    -4 | . | . | . | -2 | 25 | -1
CC(C)(C)C(=O)Nc1nc2c(s1)COc1ccccc1-2
    4 | -53 | -0.7 | 0 | -66 | -22 | .
CCCCC1Cc2[nH][nH]c(=O)c2C(c2ccc(F)cc2)O1 (centres undefined)
    5 | -2 | -0.8 | 8 | 8 | 5 | .
CCn1c(O)c(C=NCc2ccccc2)sc1=S
    9 | -11 | 0.4 | 3 | -9 | -21 | -2
CCCNC(=O)Nc1ccc2c(c1)C(=O)N(C)[C@@H]1CC[C@@H](CC(=O)OC)O[C@H]1CO2
    -15 | 5 | 0.4 | -2 | -7 | 1 | 30[16.7 µM]

With a hit mark in CFTR F508del cor, among the entries above:
molecule	CFTR F508del cor	DENV2 CPE	INS-1E GSIS act	miR-122 sensor
O=C(CN1CCN(S(=O)(=O)c2ccc(F)c(Cl)c2)CC1)N1CCc2ccccc2C1	16*	-3	-10	.

Next part
SMILES	FN deposition inh	EWS-Fli block	CFTR F508del cor	DENV2 CPE	PAX8 reporter	INS-1E GSIS act	miR-122 sensor
COC(=O)C[C@H]1C[C@H]2c3cc(NC(=O)CC4CC4)ccc3O[C@H]2[C@H](CO)O1	12&-1	3	-4.3&-0.8	-4&0	8	-2&-10	-2
COc1ccc(NC(=O)N(C)C[C@H]2Oc3ccc(NC(=O)C4CC4)cc3C(=O)N([C@H](C)CO)C[C@H]2C)cc1	.	-81	2.5	1	6	13	2[16.7 µM]
Cc1ccc(C)c(NC(=O)CNC(=O)N2CC(=O)Nc3ccccc32)c1	-2	.	-1.5	7	2	3	3
C[C@H](CO)N1C[C@H](C)[C@@H](CN(C)Cc2cccnc2)OCc2cn(nn2)CCCC1=O	5	8	-2.3	.	0	3	1[16.7 µM]
COc1ccccc1-c1cnc2c(c1)C(=O)N([C@@H](C)CO)C[C@@H](C)[C@H](CN(C)C(=O)CN(C)C)O2	7	5	-2.3	3	.	13	-5[16.7 µM]
O=C(C[C@@H]1C[C@H]2c3cc(NC(=O)c4cccnc4)ccc3O[C@H]2[C@H](CO)O1)NC1CCCC1	1	0	-1.7	-2	.	-20	.
COc1ccc(Cl)cc1NC(=O)CN(C)C(=O)Cn1cnnn1	4	-4	3.6	-4	3	2	.
CSc1ccccc1NC(=O)c1cc(CC(C)C)on1	-12	-2	0.9	-7	-77	-7	1
Cc1ccc(C2C(C#N)=C(N)Oc3cc4c(cc32)OCO4)cc1 (centres undefined)	4	.	.	.	26	.	10
COc1ccc(S(=O)(=O)N(C)C[C@@H]2OCCCC[C@H](C)Oc3ccc(NS(=O)(=O)c4ccccc4)cc3C(=O)N([C@H](C)CO)C[C@@H]2C)cc1	-24	2	2.2	?	51	-49	-4[16.7 µM]
